Screening data: PubChem BioAssay, several laboratories
NR2E3 ag-1 = agonists of human nuclear receptor NR2E3; GST-NR2E3/biotin-RetCOR TR-FRET, 1536-well; inhibition of corepressor binding, % at 4.78 µM; 320,000 compounds, 0.12% hits; AID 2300;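 active = percent inhibition above the cutoff of mean plus 3 SD of all tested compounds, set per screening campaign, cut at about 20% in these data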;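 note: 0% = DMSO wells and 100% = biotin wells as full block of FRET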
Target sequence (Q9Y5X4 whole entry, looked up): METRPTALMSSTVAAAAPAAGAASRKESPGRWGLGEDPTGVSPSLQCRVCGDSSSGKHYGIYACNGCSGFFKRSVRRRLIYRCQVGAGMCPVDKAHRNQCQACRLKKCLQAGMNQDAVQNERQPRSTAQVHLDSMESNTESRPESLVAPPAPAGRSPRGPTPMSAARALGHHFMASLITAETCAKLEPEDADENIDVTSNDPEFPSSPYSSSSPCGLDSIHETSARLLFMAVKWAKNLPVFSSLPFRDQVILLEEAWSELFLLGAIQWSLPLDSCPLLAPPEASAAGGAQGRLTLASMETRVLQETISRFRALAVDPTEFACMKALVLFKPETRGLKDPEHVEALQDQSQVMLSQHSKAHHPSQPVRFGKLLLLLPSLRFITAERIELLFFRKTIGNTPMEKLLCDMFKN
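Test system: GST-NR2E3 and biotin-RetCOR proteins | Quantity: 1.35 nM GST-tagged NR2E3 final | Medium: Tris pH 7.5 | Also added: 7 nM biotin-RetCOR | Dosing: Compound at 4.8 µM, single dose | Timing: 5 h at 4 °C | Detection: Time-resolved FRET | Read-out basis: Percent inhibition | Benchmarks: Biotin wells as high control, 0.6% DMSO wells as low control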
TROY signal inh = blocks TROY-dependent signaling in reporter cells. Q293 LMP1-TROYcd NF-kB luciferase reporter, 4 h. inhibition, % at 10 µM. 360,000 compounds, 0.98% hits. AID 1347056;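 active = compounds whose plate-normalised and pattern-corrected inhibition of the luciferase reporter signal at the single screening dose is 50% or more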
MITF TRPM1 inh = reduces MITF-dependent TRPM1 promoter luciferase signal | SK-MEL-5 TRPM1 promoter luciferase, 24 h | inhibition, % at 12.5 µM | 330,000 compounds, 0.83% hits | AID 488899;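 active = mean inhibition across replicates of 60% or more, whatever share of single replicates reaches that level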; note: values of inactives mirror those of a sister screen read the other way
TWEAK Fn14 block = blocks TWEAK-Fn14 interaction in a reporter cell assay. TWEAK-stimulated Fn14 reporter cells, luciferase luminescence, 8 h. inhibition, % at 10 µM. 360,000 compounds, 2% hits; in the data active = inhibition above about 50%
HIF-2a block = inhibitors of HIF-2a | 786-0 RCC cells HIF-2a reporter, luciferase luminescence, overnight | inhibition, % at 18.8 µM | 360,000 compounds, 0.72% hits;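 active = inhibition of the luminescence signal of 40% or more relative to plate controls, in a single-dose primary screen at 18.75 µM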
Peg3 promoter = reduces Peg3 promoter-driven luciferase expression in HeLa. inhibition, % at 20 µM. AID 588405. HeLa PEG-Prom luciferase reporter, luminescence, overnight. 360,000 compounds, 1.7% hits;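 active = inhibition of at least 50% at 20 µM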
Shn3 3UTR inh = reduces Shn3 3'UTR luciferase signal in osteoblasts. 360,000 compounds, 0.52% hits. inhibition, % at 12.5 µM. Clone20 osteoblast Shn3 3'UTR firefly luciferase, 24 h;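 active = mean inhibition of at least 75% with every replicate also reaching 75%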;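 note: 0% = median of neutral control wells and 100% = pilot-screen positive control compound; some compounds past the cut are filed as inactive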
KKLEB tox = reduces viability of KKLEB cystic fibrosis airway cells. KKLEB CF airway cells viability, ATPlite luminescence, overnight; active compounds read low; cells stimulated with P. aeruginosa culture filtrate. activity change (cytotoxicity), % at 5 µM. 360,000 compounds, 0.36% hits. AID 602141;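 active = corrected activity change at or below -50% at 5 µM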
CF NFkB block = inhibitors of cystic fibrosis induced NF-kB; AID 588850; 360,000 compounds, 0.86% hits; inhibition, % at 5 µM; KKLEB NF-kB-GFP reporter, PAF-induced, GFP fluorescence overnight;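 active = at least 50% inhibition at 5 µM, scaled per plate between neutral and stimulator controls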;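 note: PAF is a Pseudomonas aeruginosa culture filtrate used as stimulus; plate controls were PAF-stimulated DMSO wells for no effect and unstimulated DMSO wells for full effect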
C8 TRAIL sens = caspase-8 TRAIL sensitization; inhibition (viability loss, TRAIL sensitization), % at 10 µM; NB7+C8 cells + TRAIL, ATPlite viability luminescence; 360,000 compounds, 1% hits; AID 624354;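 active = compounds causing at least 50% loss of cell viability in the single-dose screen, relative to plate controls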
NR2E3 ag-2 = activates human NR2E3 receptor | Q9Y5X4 | CHO-S Gal4-NCOR/VP16-NR2E3 two-hybrid, luciferase | inhibition of corepressor binding, % at 3.98 µM | 360,000 compounds, 0.35% hits | AID 602229;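 active = inhibition above the mean of all tested compounds plus 3 SD, cut at about 70% in these data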;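 note: 0% = DMSO with NR2E3 transfected cells and 100% = cells lacking NR2E3 construct; higher means lower luciferase signal from less NR2E3 corepressor binding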
* marks the source's active call; other numbers are inactive results; . = no result given. Only part of the results is shown; the hit share may differ from the screen's.

Below each SMILES – NR2E3 ag-1	TROY signal inh	MITF TRPM1 inh	TWEAK Fn14 block	HIF-2a block	Peg3 promoter	Shn3 3UTR inh	KKLEB tox	CF NFkB block	C8 TRAIL sens	NR2E3 ag-2
- CC1CN(C(=O)c2cc(S(=O)(=O)N3CCN(c4ccccc4)CC3)ccc2Cl)CC(C)O1 (stereo not drawn)
→ -2	-2	12	8	20	14	32	1	15	15	10
- Cc1noc(C)c1COc1ccccc1C(=O)N(C)Cc1ccc(C(C)(C)C)cc1
→ 3	44	13	22	2	16	73	-27	18	18	47
- COc1cc(/C(C)=N/NC(=O)C(O)(c2ccccc2)c2ccccc2)ccc1O
→ 0	-2	7	2	5	8	-5	21	-37	1	-29
- C=CCc1ccc(OCc2ccc(C(=O)Nc3ccc(NC(C)=O)cc3)o2)c(OC)c1
→ 0	-60	-31	-2	-54	-139	-40	7	-5	-9	-144
- Cc1nc(NC(=O)/C=C/c2ccccc2)sc1C(=O)N1CCCCC1
→ 10	-21	6	7	-19	6	12	4	8	-3	-23
- COc1ccc(Cl)cc1S(=O)(=O)N1CCN(C(=O)c2ccco2)CC1
→ -2	2	10	4	8	12	-7	1	12	-16	1
- COc1cc(C(O)c2nc3ccccc3s2)cc(OC)c1OC (stereo not drawn)
→ -2	19	15	30	21	13	81	6	-17	16	17
- COc1ccc(Cn2nnnc2C(c2ccccc2Cl)N2CCN(C)CC2)cc1 (stereo not drawn)
→ .	-14	3	9	23	-2	3	0	12	-20	2
- Cc1ccc(OCC(=O)NNC(=O)CCC(=O)NCc2ccccc2)cc1
→ 0	0	-4	16	8	5	1	19	10	14	10
- CN(C)c1ccc(C2CNC(c3ccc(Cl)c([N+](=O)[O-])c3)c3[nH]c4ccccc4c32)cc1 (stereo not drawn)
→ 2	21	11	5	-37	7	.	-18	-8	22	-58
- N#Cc1ccc(NC(=O)c2cccs2)nc1
→ -3	-30	-84	-3	-176	-122	-9	-13	-16	-6	-77
- CNC(=O)c1sc(=S)n(-c2ccc(OC)cc2)c1N
→ 1	-11	4	-5	-11	-1	2	9	-5	-3	5
- Nc1ncnc2c1ncn2[C@@H]1O[C@H](CNCC(O)CO)[C@@H](O)[C@H]1O (stereo partly drawn)
→ .	-8	-2	-8	8	-15	3	6	16	-11	-18
- O=C(Nc1cccc(S(=O)(=O)N2CCCCC2)c1)c1ccc(Cl)nc1
→ .	22	17	46	23	27	45	-8	10	25	6
- CCN(CC)S(=O)(=O)c1cc(NS(=O)(=O)c2cccc(Cl)c2)ccc1C
→ -1	12	2	-1	12	5	-10	14	-9	-4	10
- Cc1cccc2cc(COC(=O)c3ccco3)c(=O)[nH]c12
→ -1	-19	6	-3	13	13	5	3	-1	-14	-21
- COc1c2ccoc2cc2oc(=O)ccc12
→ .	-17	-14	-47	-4	-20	-4	10	-67	1	-11
- O=C(O)C1=C[C@@H](C2CCCCC2)C[C@@H](OCc2ccc(CO)cc2)O1
→ 0	0	2	21	5	5	-16	2	12	-10	-13
- Cc1cccc(NC(=S)NC2CCCCCC2)c1C
→ 1	-17	-8	-24	7	0	-2	5	0	0	-23
- Cn1c(=O)n(C)c2cc([N+](=O)[O-])c(N3CCN(CCO)CC3)cc21
→ -3	3	-1	-5	12	-7	-9	-7	-13	-2	-8

2 successive records already listed, quoted:
Below each SMILES – NR2E3 ag-1	TROY signal inh	MITF TRPM1 inh	TWEAK Fn14 block	HIF-2a block	Peg3 promoter	Shn3 3UTR inh	KKLEB tox	CF NFkB block	C8 TRAIL sens	NR2E3 ag-2
- CC1CN(C(=O)c2cc(S(=O)(=O)N3CCN(c4ccccc4)CC3)ccc2Cl)CC(C)O1 (stereo not drawn)
→ -2	-2	12	8	20	14	32	1	15	15	10
- Cc1noc(C)c1COc1ccccc1C(=O)N(C)Cc1ccc(C(C)(C)C)cc1
→ 3	44	13	22	2	16	73	-27	18	18	47

Carrying on.
Below each SMILES – NR2E3 ag-1	TROY signal inh	MITF TRPM1 inh	TWEAK Fn14 block	HIF-2a block	Peg3 promoter	Shn3 3UTR inh	KKLEB tox	CF NFkB block	C8 TRAIL sens	NR2E3 ag-2
- CCCOc1ccc(N2CC(C(=O)Nc3ccccc3C(=O)NCc3ccco3)CC2=O)cc1 (stereo not drawn)
→ -1	2	-2	-1	6	23	28	3	-24	1	-8
- CC1=C(C(=O)NC2CC(C)(C)Cc3c2cnn3-c2ccc(C)cc2)OCCO1 (stereo not drawn)
→ .	-8	-18	-9	-8	9	8	-14	22	-19	-12
- O=C(O)C1SCCN1S(=O)(=O)c1ccc2ccccc2c1 (stereo not drawn)
→ 0	10	1	-3	15	6	-6	0	-2	-10	-8
- Nc1cc(C(=O)OCC(=O)NCc2ccco2)ccc1Cl
→ 0	4	1	-10	21	1	1	3	5	0	-11
- COCc1cc(Sc2ccc(Br)cc2)nc(-c2ccccc2)n1
→ 3	-6	10	-1	10	17	8	-13	7	16	-6
- Nc1nc2nc[nH]c2c(=O)[nH]1
→ 1	1	-14	-15	7	6	-2	-8	24	-5	4
- COc1ccc(OCC(=O)N/N=C/c2ccncc2)cc1
→ -1	12	0	24	8	14	-50	2	10	2	-2
- C=C(C)C(=O)Nc1nnc(-c2cccs2)s1
→ -2	-2	-9	-7	1	1	21	-3	3	1	-4
- O=C(NC(=S)NCc1ccccc1)c1ccc(Br)o1
→ 2	-13	-9	-16	-12	-6	-9	-11	-2	-16	2
- COc1ccc(CCN2C(=O)C3C4CC(C5C(C(N)=O)=NOC45)C3C2=O)cc1OC (stereo not drawn)
→ 0	-8	5	-15	1	6	-8	-1	-1	-7	-28
- CC(C)NC(=O)N(C)C[C@H]1Oc2ccc(NS(=O)(=O)c3cccs3)cc2C(=O)N([C@H](C)CO)C[C@@H]1C
→ .	-16	0	23	8	-9	-4	-7	-25	-7	29
- Cc1ccc(C(C)C)c(OCCCN2CCc3ccccc3C2)c1
→ 1	2	.	5	5	6	15	15	-13	3	-33
- COC(=O)c1ccc2c(=O)n(CCCCCC(=O)O)c(=S)[nH]c2c1
→ -2	19	11	54*	37	15	26	4	-11	-8	-5
- CC(C)NC(=O)c1ccc(COc2ccc(C(C)(C)C)cc2)o1
→ 5	-65	-34	-7	-74	-101	33	-20	10	2	-59
- Cc1ccc(CS(=O)(=O)Cc2ccc(C(=O)NC3CCCC3)o2)cc1
→ 1	-3	-8	11	5	1	6	10	1	-9	13
- CC(C)CN1C=C2C(=O)C(C)(OC(=O)C3CCCC3)C(=O)C=C2C=C1c1ccsc1 (stereo not drawn)
→ 3	-8	5	-3	16	6	25	10	-15	0	-14
- COCCN1C=C2C(=O)C(C)(OC(=O)CCC(=O)OC)C(=O)C(Br)=C2C=C1c1ccc(OC)cc1 (stereo not drawn)
→ 1	6	-8	-8	18	12	15	4	4	-18	-3
- Cc1ccc(S(=O)(=O)NC(CN2CCOCC2)=NCCNS(=O)(=O)c2ccccc2)cc1
→ 5	-14	0	3	12	-8	-8	16	0	-3	-7
- CCO[C@H]1OC(C(=O)NCc2nc3ccccc3[nH]2)=C[C@@H](c2cn(C(C)=O)c3ccccc23)[C@@H]1CCCO
→ 2	10	15	5	22	13	32	18	-34	14	-36
- CS(=O)(=O)NCCCc1ccccc1
→ 1	16	-7	9	11	18	-6	-7	0	-3	3
- Cc1ccc(S(=O)(=O)N2CCOCC2)cc1NC(=O)Cn1nc(C)c([N+](=O)[O-])c1C
→ 0	-3	1	1	21	3	-15	-11	6	3	10
- CCOC1=C2CN(S(=O)(=O)c3ccc(C)cc3)[C@H](c3cccs3)C[C@H]2[C@H]2C(=O)N(c3ccccc3)C(=O)[C@H]2C1
→ .	7	.	-16	-15	-59	-24	-12	19	-10	-37
- O=C1CCc2cc(NS(=O)(=O)c3ccc(F)cc3)cc3c2N1CC3
→ 2	4	-3	-18	-3	-6	-3	-10	-15	14	32
- COc1ccc(NC(=O)CSc2nc(C3CC3)nc3ccccc23)cc1
→ 2	8	10	14	15	8	-3	-18	53*	2	25
- CCCCCCNC1=NCCS1
→ 3	14	0	0	3	14	-13	-4	-4	6	-4
- CCOC(=O)C1CCCN(S(=O)(=O)c2ccc(Br)c(OC)c2)C1 (stereo not drawn)
→ 2	17	10	-11	12	22	6	1	-1	-4	11
- COCCNC(=O)CN(C(=O)CCC(=O)Nc1ccccn1)c1ccc(C)cc1C
→ 3	6	9	16	12	5	1	-12	-15	-18	-20
- Cc1nc2c(=O)[nH]c(=S)[nH]c2[nH]c1=O
→ .	-5	-1	38	15	-6	-6	-7	1	17	-27
- Cc1[nH]c2ccccc2c1C(=O)COC(=O)Cn1c(C(F)(F)F)nc2ccccc21
→ -5	-2	11	21	5	2	5	-1	3	-6	-9
- Cc1c(CCOC(=O)CC23CC4CC(CC(C)(C4)C2)C3)sc[n+]1CC(=O)c1ccccc1
→ -3	21	84*	16	-12	84*	58	-7	23	27	-18
- O=C(COC(=O)C1=COCCO1)Nc1ccccc1
→ 6	-24	-21	12	-75	-42	-6	1	-5	3	-20
- O=C(Nc1nc2ccccc2s1)c1ccc(N2CCCCC2)c([N+](=O)[O-])c1
→ 1	45	-11	81*	-87	-118	-17	12	3	5	32
- COc1ccc(C2CC(c3ccc(F)cc3)n3nc(NC(=O)c4ccco4)nc3N2)cc1 (stereo not drawn)
→ -1	12	2	-4	19	19	1	-6	-12	-9	-38
- O=C(c1ccc([N+](=O)[O-])s1)N1CCc2ccccc2C1
→ 6	-37	10	-4	-37	-48	-19	-11	16	2	-27
